SSB-PriA inh – blocks PriA binding to SSB C-terminal tail | AlphaScreen SSBct-PriA binding, biotinylated peptide | inhibition, % at 33 µM | actives 0.6% (n = 430,000) | AID 1272365; in the data active = inhibition mostly above about 37%, no sharp cut-off; inactive = mostly below about 20%;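 note: plate controls were negative control peptide for no effect and reference peptide for full effect; strong numbers were not always called active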
Anthrax LF prot – blocks Bacillus anthracis lethal factor protease | multiplex microsphere protease cleavage assay, LF | actives 0.12% (n = 360,000) | P15917 | inhibition, % at 10 µM; note: plate controls were buffer without enzyme for full effect and enzyme alone for no effect
Target sequence (P15917 whole entry, looked up): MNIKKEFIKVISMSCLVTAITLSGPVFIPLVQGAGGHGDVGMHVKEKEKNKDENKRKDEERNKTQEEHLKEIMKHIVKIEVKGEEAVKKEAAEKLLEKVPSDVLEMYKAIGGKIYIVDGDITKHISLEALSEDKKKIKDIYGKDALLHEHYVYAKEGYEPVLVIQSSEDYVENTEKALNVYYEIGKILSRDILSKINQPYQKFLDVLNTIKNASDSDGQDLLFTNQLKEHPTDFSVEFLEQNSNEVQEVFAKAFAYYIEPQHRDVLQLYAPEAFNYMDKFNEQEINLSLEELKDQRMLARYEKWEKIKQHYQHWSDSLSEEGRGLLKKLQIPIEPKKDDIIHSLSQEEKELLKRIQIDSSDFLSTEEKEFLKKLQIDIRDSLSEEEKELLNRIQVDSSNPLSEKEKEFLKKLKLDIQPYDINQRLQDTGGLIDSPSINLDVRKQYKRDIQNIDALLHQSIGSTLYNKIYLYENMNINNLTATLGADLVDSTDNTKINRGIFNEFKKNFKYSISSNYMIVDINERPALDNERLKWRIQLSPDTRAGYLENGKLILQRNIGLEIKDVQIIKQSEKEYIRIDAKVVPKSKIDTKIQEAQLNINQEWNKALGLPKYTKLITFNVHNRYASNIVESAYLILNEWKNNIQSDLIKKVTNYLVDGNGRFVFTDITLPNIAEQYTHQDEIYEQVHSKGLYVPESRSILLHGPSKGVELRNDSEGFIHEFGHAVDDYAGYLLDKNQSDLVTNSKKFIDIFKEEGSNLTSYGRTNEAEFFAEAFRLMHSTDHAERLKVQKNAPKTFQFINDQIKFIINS
BH1578 lux ind – inducers of Vibrio cholerae quorum light production without autoinducers; V. cholerae BH1578 lux reporter, luminescence, 6 h; activation, % at 18.7 µM; actives 0.16% (n = 350,000); AID 588436; in the data active = activation mostly above about 9.7%, no sharp cut-off; inconclusive = no clear call, values can overlap the other calls; inactive = mostly below about 3.7%; note: not every result past the cut was called active; inactives centre near 0; reference of the scale not given here
VHR inh abs – inhibitors of human VHR1 phosphatase (DUSP3); P51452; recombinant VHR phosphatase, pNPP absorbance; inhibition, % at 13.3 µM; actives 0.52% (n = 290,000); in the data active = inhibition above about 50%; note: some compounds called inactive have numbers as strong as hits
Target sequence (P51452 whole entry, looked up): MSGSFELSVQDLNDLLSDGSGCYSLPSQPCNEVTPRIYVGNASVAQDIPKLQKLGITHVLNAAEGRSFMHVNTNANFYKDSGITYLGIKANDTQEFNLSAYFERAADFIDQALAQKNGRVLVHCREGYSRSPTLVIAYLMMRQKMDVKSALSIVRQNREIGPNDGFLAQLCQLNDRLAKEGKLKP
SARS 3CLpro inh – SARS-CoV 3CLpro protease inhibition | P0C6X7 | recombinant SARS-CoV 3CLpro, quenched FRET peptide cleavage | AID 1706 | inhibition, % at 6 µM | actives 0.14% (n = 290,000); in the data active = inhibition above about 12%
PfHsp40 rescue – restores yeast growth despite PfHsp40 toxicity; S. cerevisiae expressing PfHsp40, growth rescue, ATP luminescence; actives 0.68% (n = 340,000); growth rescue, % at 12.5 µM; in the data active = growth rescue above about 28%, passing the limit was not always enough; inconclusive = no clear call, values can overlap the other calls;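 note: yeast W303a lacking pdr1 and pdr3 grown in galactose medium; growth measured after three days at 30 °C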
Y pestis TopoI – Y. pestis Topo-I inhibition via cleavage products; Y. pestis Topo-I cleavage product accumulation, plate reader; activity, % at 10 µM; actives 0.064% (n = 360,000); AID 504884; in the data active = activity above about 50%, passing the limit was not always enough; inconclusive = no clear call, values can overlap the other calls; note: inactives centre near 2
BoNT-A LC inh2 – blocks Botulinum neurotoxin A light chain protease | inhibition, % at 10 µM | actives 0.17% (n = 360,000) | multiplex microsphere protease substrate cleavage, flow cytometry; note: plate controls were buffer without enzyme for full effect and enzyme alone for no effect
TcdB inh – blocks C. difficile toxin B glycohydrolase activity; inhibition, % at 9.99 µM; actives 0.24% (n = 350,000); P18177; TcdB glycohydrolase enzymatic assay, plate reader; AID 652162; in the data active = inhibition above about 10%
CCHFV vOTU inh – blocks the CCHF virus ovarian tumor domain protease; CCHFV vOTU protease, Pep-AMC fluorescence; inhibition, % at 11.5 µM; actives 0.55% (n = 370,000); AID 651958; in the data active = inhibition above about 30%; note: 0% = vehicle wells with enzyme and 100% = no enzyme wells
Starred values were filed as active, the others as inactive; i = inactive; ? = inconclusive; nt = no result given; & = joins results of further samples. Cut-off read from the data, not from the text of the source, unless noted: active = inhibition above about 30%; inconclusive = no clear call, values can overlap the other calls; inactive = below that.

SMILES	SSB-PriA inh	Anthrax LF prot	BH1578 lux ind	VHR inh abs	SARS 3CLpro inh	PfHsp40 rescue	Y pestis TopoI	BoNT-A LC inh2	TcdB inh	CCHFV vOTU inh
CC1Cc2ccccc2N1S(=O)(=O)c1cccc(C(=O)OCC(=O)NC2CCS(=O)(=O)C2)c1 (configuration not stated)	-17.3	3.9	i	16.6	1.1	-1.4	9.1	0.4	nt	-7.5
O=C(COC(=O)c1ccc(C(F)(F)F)cc1)Nc1cccc(S(=O)(=O)NC2=NCCCCC2)c1	0.2	-2.5	i	nt	nt	0.4	21.2	1.5	-1.2	7.3
COc1cc(NC(=O)CN(c2ccc(C)cc2)S(=O)(=O)c2c(C)n[nH]c2C)cc(OC)c1	-5.8	-3.2	-0.6	10.7	4.0	0.1	7.4	-4.2	nt	13.5
CC(C)=CCC/C(C)=C/COc1c2occc2cc2ccc(=O)oc12	1.6	0.1	-0.4	nt	nt	1.6	20.5	-1.1	0.1	4.6
CC(C)c1ccc(C(O)c2nc3ccccc3n2C)cc1 (configuration not stated)	-18.7	26.4	i	10.8	1.7	0.1	-10.6	0.7	0.4	4.3
CC(=O)OCCCNc1cc(Sc2nc3ccccc3s2)c2nonc2c1[N+](=O)[O-]	-4.5	9.7	i	-3.7	2.0	-1.1	3.8	8.2	nt	nt
O=C(Nc1ccccc1)C1CC(=O)N(Cc2ccccc2)C1 (configuration not stated)	-5.3	-4.0	-0.5	10.5	-6.6	-0.5	2.2	0.8	1.8	15.2
Cn1c(=O)c2c(nc(N3CCCCC3)n2CC(O)COc2ccccc2)n(C)c1=O (configuration not stated)	-12.6	6.7	-0.3	15.6	-1.0	-0.2	-20.1	3.5	-2.6	6.5
CCOC(=O)Cc1csc(NC(=O)c2cnc3sc(C)cn3c2=O)n1	-8.7	-1.3	i	5.7	-1.0	-0.7	10.9	1.4	-0.2	12.0
COc1ccc(/C=C/C(=O)NC(=S)Nc2ccccc2C(=O)NC2CCCCC2)cc1	8.4	0.1	i	17.2	-4.1	-1.2	-1.5	-0.7	0.3	5.4
Cc1ccc(NC(=O)c2ncn(CCCNCCN3CCOCC3)n2)cc1C	-9.2	-2.8	-0.6	nt	nt	0.6	-1.7	0.1	0.6	3.4
COc1ccc(Cl)cc1C(=O)NNC(=O)c1cc2ccccc2o1	-3.8	-3.2	i	nt	nt	-0.9	6.7	1.9	0.3	-0.6
Cc1ccc(C)c(S(=O)(=O)NC(CCC(N)=O)C(=O)O)c1 (configuration not stated)	4.0	-0.7	i	4.2	-2.1	0.3	-2.3	-1.0	nt	-8.5
O=S(=O)(Nc1ncccn1)c1ccc(Cl)cc1	5.1	nt	i	7.4	2.7	-1.3	-3.8	nt	0.6	-6.4
c1ccc(Cc2noc(CN3CCCC(CN4CCOCC4)C3)n2)cc1 (configuration not stated)	-2.9	4.4	-0.2	0.8	-1.1	-0.8	-3.1	-0.6	-1.0	12.3
CCCC1=Nc2cc(C(=O)NCCN3CCOCC3)ccc2Sc2ccccc21	10.4	-1.2	-0.2	10.8	-5.3	-0.4	23.1	-1.1	1.4	-10.1
CC1(C(=O)NCc2ccccc2)Cc2c(-c3ccc(C(N)=O)cc3)ccnc2O1 (configuration not stated)	nt	-1.5	-0.3	nt	nt	nt	-3.3	0.2	1.5	-0.1
Cn1c(=O)oc2cc(S(=O)(=O)NCCC(=O)NCc3ccccc3Cl)ccc21	-0.6	2.8	-0.4	60.6	-5.2	-1.7	2.7	0.4	1.1	3.7
COc1ccc2c(c1)CC/C(=C/c1ccccn1)C2=O	7.5	4.4	-1.0	-33.4	-1.4	-0.1	2.7	-1.3	1.4	11.0
Cn1c(N)c(C(=O)COC(=O)[C@H](Cc2ccccc2)N2C(=O)c3ccccc3C2=O)c(=O)n(C)c1=O	7.3	-0.5	-0.1	-0.2	2.4	0.2	19.2	0.2	nt	3.7
O=C(CN1C(=O)NC2(CCCC2)C1=O)NCc1ccccc1	-0.5	-0.2	-0.2	nt	nt	-0.9	-8.2	-0.9	-0.6	-2.9
CN(C(=O)CSc1nnn(C)n1)c1ccccc1	2.3	-1.1	i	18.5	-3.2	-0.5	5.5	1.4	0.9	11.6
COc1ccc(NC(=O)c2nc[nH]c2C(=O)N[C@@H](C)C(=O)OC(C)(C)C)cc1	-5.6	1.3	i	-4.7	nt	1.6	0.5	0.0	nt	10.1
CN(CC(=O)Nc1ccccc1Cl)C(=O)C1CCN(C(=O)c2ccc(F)cc2)CC1	-12.9	-3.6	i	nt	nt	-0.1	-0.1	-2.4	0.8	-4.4
COc1ccc(CN(C(=O)c2cnccn2)C(C(=O)NC(C)(C)C)c2cc(OC)c(OC)c(OC)c2)cc1 (configuration not stated)	-30.3	2.7	0.2	-0.2	4.5	-0.9	-0.2	1.4	nt	4.9
Remaining list, next part.
SMILES	SSB-PriA inh	Anthrax LF prot	BH1578 lux ind	VHR inh abs	SARS 3CLpro inh	PfHsp40 rescue	Y pestis TopoI	BoNT-A LC inh2	TcdB inh	CCHFV vOTU inh
CCOc1ccccc1-c1cc(C(=O)Nc2ccc(C(=O)O)cc2)c2ccccc2n1	-6.6	-8.5	-10.0	-12.9	1.9	0.4	-5.1	-1.3	1.8	-10.8
CCCCCCC(O)(c1ccc(OC)cc1)C(CN1CCOCC1)c1ccccc1 (configuration not stated)	2.8	-2.7	0.0	-11.9	-3.8	-0.9	22.8	1.6	1.3	6.3
NS(=O)(=O)c1cccc(NC(=O)c2cccnc2Oc2ccccc2)c1	-3.3	5.0	i	26.9	4.4	-2.1	-3.1	-0.3	1.0	-9.4
O=C(Cc1ccccc1)Nc1nc(-c2ccc(F)c(F)c2)cs1	-5.3	0.9	-0.2	1.8	2.5	-0.3	0.2	0.2	-0.8	7.5
CCOc1ccc(N(C(=O)c2ccc3c(c2)OCO3)C2C=CS(=O)(=O)C2)cc1 (configuration not stated)	-6.1	-0.3	i	1.1	-0.3	-0.2	11.3	1.4	2.0	-5.6
O=C(CN1CCN(c2nc(-c3ccc(F)cc3)cs2)CC1)Nc1ccc2c(c1)OCO2	2.3	-5.3	-1.2	-12.4	0.6	0.7	0.1	-1.7	2.7	14.2
O=C(Nc1ccc(C(F)(F)F)cc1)c1ccccc1-n1cnnn1	-5.9	6.5	-3.1	nt	nt	-0.2	0.5	-1.9	1.1	-5.2
C[C@H]1CN([C@@H](C)CO)C(=O)c2cc(Br)cnc2O[C@H]1CN(C)C(=O)c1ccccn1	nt	-5.2	-0.6	nt	nt	nt	11.5	-0.3	0.1&0.3&-2.4	-5.7
Fc1ccccc1SCc1nnc(-c2ccccc2Br)o1	-38.7	-0.8	-0.3	20.4	4.5	1.6	20.7	-0.2	1.0	12.9
CC(=O)NC(C)CCc1ccccc1 (configuration not stated)	-11.3	8.6	i	17.6	-0.6	1.1	-1.4	-0.3	0.3	-9.8
O=C(/C=C/c1ccco1)N(Cc1ccccc1F)C1CCS(=O)(=O)C1 (configuration not stated)	-10.7	-3.7	-2.1	17.7	-3.5	-0.5	-0.1	-2.4	0.0	5.4
CCOc1ccccc1OCC(=O)OCC(=O)c1c(N)n(CC(C)C)c(=O)n(C)c1=O	-5.8	-4.8	1.2	nt	nt	-0.2	15.5	3.6	0.0	-2.4
COc1ccc(CNC(=O)COC(=O)CCOc2ccccc2)cc1	-8.3	-0.4	i	4.4	3.3	-0.8	-2.3	-0.9	nt	-7.7
CC(C)NC(=S)N/N=C1\CCCCc2ccccc21	nt	-0.5	0.0	-7.9	0.9	-1.2	-0.5	-0.1	1.3	-0.5
Cc1noc(-c2ccccc2)c1NC(=O)Nc1ccc2nc([C@H]3C[C@H](O)[C@@H](CO)O3)[nH]c2c1	nt	6.9	-0.5	nt	nt	nt	-4.8	-0.6	-0.5	-4.8
Cc1csc2c(=O)[nH]cnc12	-12.4	-9.5	i	29.4	-1.1	0.6	-4.2	-0.6	0.4	-6.8
O=C(CCN=C1NS(=O)(=O)c2ccccc21)OCc1ccccc1	-2.7	?	i	nt	nt	0.8	-9.4	?	1.3	22.8
CSc1nc2ccc(S(N)(=O)=O)cc2s1	-2.7	3.3	-6.8	-1.5	-0.7	-1.3	1.0	0.2	-1.2	-15.5
O=C(CCNS(=O)(=O)c1ccc(Cl)cc1)NCc1ccccn1	1.9	-4.7	i	17.0	-5.7	-0.3	2.9	-7.9	-0.8	-8.9
Cc1ccc(NC(=O)CSc2nnc(-c3ccccn3)n2C)cc1	-12.7	-4.4	-0.4	5.6	-2.8	-1.4	7.2	-0.1	nt	-9.5
COc1ccc(C2=NN(C(=O)c3ccccc3)C(c3ccc(OC)c(OC)c3)C2)c(OC(C)=O)c1 (configuration not stated)	nt	3.7	-0.5	28.0	-0.4	2.1	28.9	2.1	0.2	-2.0
O=C(NCC(c1cccnc1)N1CCN(c2ccc(F)cc2)CC1)c1ccccc1 (configuration not stated)	-15.2	0.3	-8.3	39.6	0.8	-0.1	3.3	0.3	nt	0.0
C/C=C/C(=O)Nc1cccc(C2=NOC3(C2)C[C@@H](C(N)=O)N(C(=O)/C(C)=C/C)C3)c1 (some centres not stated)	-5.9	9.2	-0.4	7.3	nt	-0.9	-11.5	-0.7	nt	-10.0
CCOc1ccc(-n2c(SCc3nc(-c4cccs4)no3)nnc2-c2ccncc2)cc1	3.9	-1.2	i	5.6	4.5	1.1	18.9	4.6	nt	4.6
C=CC[C@@H](CC(=O)NCCO)C(=O)N[C@H](COC(=O)[C@@H](CC=C)Cc1ccc(F)cc1)Cc1c[nH]c2ccccc12	-4.9	0.4	-0.5	nt	nt	1.1	22.4	-0.5	2.4	5.6

Next section (3 carried over from the part before).
SMILES	SSB-PriA inh	Anthrax LF prot	BH1578 lux ind	VHR inh abs	SARS 3CLpro inh	PfHsp40 rescue	Y pestis TopoI	BoNT-A LC inh2	TcdB inh	CCHFV vOTU inh
C/C=C/C(=O)Nc1cccc(C2=NOC3(C2)C[C@@H](C(N)=O)N(C(=O)/C(C)=C/C)C3)c1 (some centres not stated)	-5.9	9.2	-0.4	7.3	nt	-0.9	-11.5	-0.7	nt	-10.0
CCOc1ccc(-n2c(SCc3nc(-c4cccs4)no3)nnc2-c2ccncc2)cc1	3.9	-1.2	i	5.6	4.5	1.1	18.9	4.6	nt	4.6
C=CC[C@@H](CC(=O)NCCO)C(=O)N[C@H](COC(=O)[C@@H](CC=C)Cc1ccc(F)cc1)Cc1c[nH]c2ccccc12	-4.9	0.4	-0.5	nt	nt	1.1	22.4	-0.5	2.4	5.6
COc1cccc(C(=O)OCC(=O)NC23CC4CC(CC(C4)C2)C3)c1	-8.0	-4.6	-3.8	nt	nt	4.4	18.0	0.2	-0.6	-18.1
COc1ccc(/C=C2\CC/C(=C\c3ccc(OC)cc3OC)C2=O)c(OC)c1	-8.3	16.2	i	20.7	2.8	-0.8	-0.4	15.2	-0.8	-0.1
Cc1onc(-c2ccccc2Cl)c1C(=O)Nc1nnc(C(C)C)s1	1.7	2.1	-0.2	1.2	1.9	0.1	2.5	-0.9	-0.8	0.9
CCOc1ccc(NS(=O)(=O)c2c(C)nc3sccn3c2=O)cc1	-10.9	1.8	-0.4	5.5	-6.9	-0.1	10.1	-0.7	1.0	14.7
Cc1cnc(C(=O)OCC(=O)Nc2oc(-c3ccccc3)c(-c3ccccc3)c2C#N)cn1	-14.6	1.1	-0.5	8.1	5.0	-0.4	1.1	0.6	nt	-3.3
COc1ccc(NC(=O)Nc2ccc3c(c2)N(C)C(=O)CS3)cc1OC	-6.6	-4.5	-0.2	-36.0	-3.1	-0.2	-0.2	0.7	1.8	-6.4
COc1ccc(NC(=O)CCC(=O)N2CCCC2)c([N+](=O)[O-])c1	5.5	-4.4	i	37.1	-4.4	2.1	-1.5	1.6	-0.5	-2.5

High-throughput results as filed in PubChem.

The list is partial, so the mix of outcomes need not match the whole.
